# Screening data (PubChem BioAssay)
# PI5P4K alpha inh – PI5P4K alpha (human) kinase inhibition | P48426 | PI5P4Kalpha enzyme, ADP-Glo luminescence, 60 min; hits give low values | max response, % | 1.2% of 330,000 active | AID 652105; active = max response of -50% or lower; inconclusive = between -30% and -50%; inactive = -30% or higher; note: value at the top dose of about 77 µM; % is set by controls: 0 for no effect and ±100 for the full control effect
# Target sequence (P48426 whole entry, looked up): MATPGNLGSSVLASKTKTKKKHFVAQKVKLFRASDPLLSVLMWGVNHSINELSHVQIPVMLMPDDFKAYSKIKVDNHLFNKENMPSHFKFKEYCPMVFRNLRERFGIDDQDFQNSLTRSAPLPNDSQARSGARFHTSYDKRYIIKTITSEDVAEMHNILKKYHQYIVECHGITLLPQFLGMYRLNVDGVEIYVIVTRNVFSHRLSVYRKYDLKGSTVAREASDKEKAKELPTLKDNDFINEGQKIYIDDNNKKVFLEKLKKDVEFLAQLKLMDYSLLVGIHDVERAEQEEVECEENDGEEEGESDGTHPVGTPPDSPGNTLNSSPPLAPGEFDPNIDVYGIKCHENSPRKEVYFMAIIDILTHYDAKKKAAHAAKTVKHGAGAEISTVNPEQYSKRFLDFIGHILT
#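 Luminescence from ADP-Glo served as readout of PI5P4Kalpha activity in a qHTS format. Reaction: enzyme, substrate, compound, ATP at 5 microM final, 60 min at RT.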
# WRN helicase inh – WRN helicase (human) inhibition; AID 651768; Q14191; 0.46% of 360,000 active; WRN helicase unwinding, fluorescent forked duplex, kinetic; Potency, µM (highest dose often 114 µM), for inactives: at the highest dose activity change, negative = inhibition, most hits filed as inhibitors; note: potency is the fitted concentration of half-maximal effect; % is set by controls: 0 for no effect and ±100 for the full control effect; nearly all actives have a fitted effect of over 55% in size
#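 Kinetic red-fluorescence monitoring (525/598 nm) tracks WRN helicase activity after 100 nM fluorophore-quencher forked duplex and 2 mM ATP are added to 20 nM enzyme pretreated 15 min at room temperature with compound.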
# EPAC1 antagonist – EPAC1 (human) antagonism. EPAC1 GEF assay, Rap1b-BODIPY-GDP exchange fluorescence. Potency, µM (doses to about 115 µM), for inactives: at the highest dose activity change, negative = inhibition, actives largely listed as inhibitors. 0.14% of 360,000 active;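 note: potency is the fitted concentration of half-maximal effect; plate controls were vehicle for no effect and positive control for full effect; nearly all actives have a fitted effect of over 50% in size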
# PLK1 PBD inh – PLK1 (human) polo-box domain binding inhibition; P53350; Potency, µM, for the others: max response, negative = inhibition, hits mostly inhibitors; Plk1 PBD binding of FITC phosphopeptide, fluorescence polarization; 2.8% of 360,000 active; note: potency is the fitted concentration of half-maximal effect; series mostly up to about 57 µM; % is set by controls: 0 for no effect and ±100 for the full control effect; nearly all actives have a fitted effect of over 65% in size
# Target sequence (P53350 whole entry, looked up, the tested form may be a part): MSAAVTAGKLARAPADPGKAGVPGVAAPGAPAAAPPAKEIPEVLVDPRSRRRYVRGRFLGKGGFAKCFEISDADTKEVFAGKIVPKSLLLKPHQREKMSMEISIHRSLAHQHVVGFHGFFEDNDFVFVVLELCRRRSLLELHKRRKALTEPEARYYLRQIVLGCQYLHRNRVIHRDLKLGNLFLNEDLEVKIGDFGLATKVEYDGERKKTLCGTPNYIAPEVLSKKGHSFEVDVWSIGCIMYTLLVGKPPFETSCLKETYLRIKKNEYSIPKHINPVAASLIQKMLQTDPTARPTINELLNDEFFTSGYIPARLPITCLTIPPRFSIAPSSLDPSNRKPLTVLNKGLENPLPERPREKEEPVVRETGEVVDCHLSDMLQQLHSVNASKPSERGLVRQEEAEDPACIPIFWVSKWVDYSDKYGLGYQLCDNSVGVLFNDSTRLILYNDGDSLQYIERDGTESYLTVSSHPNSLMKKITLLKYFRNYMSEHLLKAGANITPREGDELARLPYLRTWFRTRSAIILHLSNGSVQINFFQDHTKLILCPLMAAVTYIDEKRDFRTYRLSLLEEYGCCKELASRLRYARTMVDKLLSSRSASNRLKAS
# CCT chaperon mod – cytosolic chaperonin activity modulation; purified chaperonin ATPase assay, HTRF ADP detection, 30 min; AID 651819; 0.3% of 360,000 active; activity change, % (test concentration not listed), hits read low; in the data active = activity change below about -30%; note: % is set by controls: 0 for no effect and ±100 for the full control effect
#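 First, chaperonin was dispensed at 40 nM or 20 nM final depending on batch activity. Next, compounds were pinned at 76 uM and ATP added at 10 uM. After 30 min at 37 °C, ADP detection reagents ran 30 min at ambient temperature.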
# IL2 activator – activators of IL-2; IL-2 activation reporter assay, cell-based qHTS; stimulated with anti-CD3/CD4/CD28 beads; in transgenic mouse T cells; activation, % (series mostly up to about 46 µM); 0.065% of 360,000 active; in the data active = activation above about 50%; inconclusive = mostly about 30% to 49%; note: 0% is about no effect
#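 Unstimulated transgenic mouse T cells, 750 per well, received compound and, after 60 minutes, anti-CD3/anti-CD4 bead plus anti-CD28 stimulation. EGFP and DsRed were quantified after 18 hours.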
# EPAC2 ag – activates human EPAC2 exchange factor; 0.079% of 360,000 active; EPAC2 activation, biochemical qHTS; response scale: 100% = 6.5 mM cAMP response; Potency, µM (titrated, usually from 154 µM), inactives show at the highest dose activation, usual class: activators; Q8WZA2; AID 720711; note: potency is the fitted concentration of half-maximal effect; nearly all actives have a fitted effect of over 50% in size
#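 Exchange assay: 100 nM EPAC2 with 250 nM Rap1B-BODIPY-GDP and 50 uM GDP. Fluorescence (ex 480/em 540 nm) read every 5 min for 30 min at room temperature. Data normalized to 6.5 mM cAMP as agonist control.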
# EPAC1 ag – activates human EPAC1 exchange factor; 0.073% of 360,000 active; Potency, µM (doses to about 154 µM), for inactives: at the highest dose activation, most hits filed as activators; EPAC1 agonist qHTS, biochemical assay; response scale: 100% = response to 6.5 mM cAMP; AID 720707; note: potency is the fitted concentration of half-maximal effect; nearly all actives have a fitted effect of over 60% in size
#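 Nucleotide exchange by EPAC1 (100 nM) on Rap1B–BODIPY-GDP (250 nM) in the presence of 50 uM GDP is tracked fluorescently at 480/540 nm over 30 min. Signals are normalized to a 6.5 mM cAMP control.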
# An asterisk follows results filed as active; ? = inconclusive; . = no result given; & = joins results of further samples; [ ] = remark or other dose. Unless noted, calls come from the whole dose curve; as a rule, active = well fitted curve in the direction sought with a large enough effect; inconclusive = small, poorly fitted or top-dose-only effect, or another doubt; inactive = no such curve, though single readings can be large; an effect the other way counts as inactive or inconclusive. A portion of the library; the hit share may differ from the screen's.
SMILES,PI5P4K alpha inh,WRN helicase inh,EPAC1 antagonist,PLK1 PBD inh,CCT chaperon mod,IL2 activator,EPAC2 ag,EPAC1 ag
O=C(CSc1nnc(-c2ccccn2)n1Cc1ccco1)c1ccc(Cl)cc1,1,-11%,?,-11%,-0.1,-1.4,16%,21%
CCOc1ccc(S(=O)(=O)N2CCc3cc(OC)c(OC)cc3C2)cc1,-5,2%,?,?,-1.0,-0.4,7%,-7%
C[C@H](CO)N1C[C@H](C)[C@@H](CN(C)C(=O)NC2CCCCC2)Oc2c(cccc2N(C)C)C1=O,-7,-3%,6%,-11%,0.3,-0.2,-7%,-21%
OCCNCc1cccc(Br)c1,8,12%,-1%,-2%,3.5,0.2,-1%,-5%
N#Cc1ccc(C(=O)N2CCN(C(=O)C3CCCO3)CC2)cc1 (centres undefined),6,-3%,9%,-9%,-1.1,3.6,5%,-1%
O=C1CN(C(=O)COC(=O)c2ccccc2NC(=O)c2ccco2)c2ccccc2N1,-2,-3%,-2%,1%,-1.3,-3.3,4%,-6%
Cc1ccc(NC(=S)NNC(=O)C2CC2c2ccc(C)cc2)cc1 (centres undefined),.,-11%,-3%,-13%,1.3,-0.4,-5%,7%
CC(C)CN(C(=O)COc1ccc2ccc(=O)oc2c1)C1CCS(=O)(=O)C1 (centres undefined),4,-22%,4%,-2%,0.3,1.1,5%,-5%
Cc1ccc(C(=O)COc2ccccc2C(=O)Nc2ccccc2)cc1,.,-12%,-4%,-6%,-2.0,-2.6,0%,0%
COc1cc(N)ccc1Cc1ccc(N)cc1OC,4,9%,5%,-12%,-1.1,0.8,2%,4%
COc1cc(CNCc2cccs2)cc(Br)c1OC,13,-6%,-7%,-4%,0.9,0.9,13%,-6%
CCOC(=O)N/N=C(C)/C=C/c1ccccc1,2,-18%,4%,-3%,-0.5,-3.3,0%,-6%
O=C(Nc1ccccc1Cl)C1C2CCC3C(CCC21)C3(Cl)Cl (centres undefined),-8,7%,-2%,-9%,0.1,-0.4,8%,9%
CC(C)CC(=O)NC(=S)Nc1ccc(N2CCN(C(=O)c3cccs3)CC2)cc1,-8,-29%,7%,-5%,-0.1,-0.2,10%,4%
c1ccc(-n2nnnc2SCc2cn3cccnc3n2)cc1,.,-5%,4%,-4%,-1.7,-1.1,5%,6%
COc1ccc(C)cc1NC(=O)c1cccc(C(=O)Nc2cc(C)ccc2OC)n1,13,-29%,-5%,-8%,-0.9,1.8,6%,-17%
O=C(N/N=C/c1ccccn1)c1cc(-c2ccc(Br)s2)[nH]n1,-24,-12%,0%,6%,3.3,-0.8,1%,8%
O=C(CN(C(=O)c1ccc(Cl)cc1Cl)N1C(=O)C2C3C=CC(C3)C2C1=O)c1ccc(F)cc1 (centres undefined),.,-8%,0%,4%&2%,-4.3,-1.0,2%,10%
CCCCOc1ccc(-c2ncc([N+](=O)[O-])cn2)cc1,1,4%,11%,-6%,-1.6,2.3,1%,8%
Cc1nc(-c2ccc(C(=O)N3CCCC3)cc2)cs1,?,-30%,6%,-9%,-0.1,-1.4,10%,6%

# Part of the list above, bar-delimited.
SMILES | PI5P4K alpha inh | WRN helicase inh | EPAC1 antagonist | PLK1 PBD inh | CCT chaperon mod | IL2 activator | EPAC2 ag | EPAC1 ag
CCOc1ccc(S(=O)(=O)N2CCc3cc(OC)c(OC)cc3C2)cc1 | -5 | 2% | ? | ? | -1.0 | -0.4 | 7% | -7%
C[C@H](CO)N1C[C@H](C)[C@@H](CN(C)C(=O)NC2CCCCC2)Oc2c(cccc2N(C)C)C1=O | -7 | -3% | 6% | -11% | 0.3 | -0.2 | -7% | -21%
OCCNCc1cccc(Br)c1 | 8 | 12% | -1% | -2% | 3.5 | 0.2 | -1% | -5%
N#Cc1ccc(C(=O)N2CCN(C(=O)C3CCCO3)CC2)cc1 (centres undefined) | 6 | -3% | 9% | -9% | -1.1 | 3.6 | 5% | -1%
O=C1CN(C(=O)COC(=O)c2ccccc2NC(=O)c2ccco2)c2ccccc2N1 | -2 | -3% | -2% | 1% | -1.3 | -3.3 | 4% | -6%
Cc1ccc(NC(=S)NNC(=O)C2CC2c2ccc(C)cc2)cc1 (centres undefined) | . | -11% | -3% | -13% | 1.3 | -0.4 | -5% | 7%
CC(C)CN(C(=O)COc1ccc2ccc(=O)oc2c1)C1CCS(=O)(=O)C1 (centres undefined) | 4 | -22% | 4% | -2% | 0.3 | 1.1 | 5% | -5%

# More results:
SMILES,PI5P4K alpha inh,WRN helicase inh,EPAC1 antagonist,PLK1 PBD inh,CCT chaperon mod,IL2 activator,EPAC2 ag,EPAC1 ag
Cc1ccc(C)c(C(=O)Nc2cc(C)nn2-c2nc(C)cc(C)n2)c1,4,-8%,4%,-2%,-1.8,-6.1,1%,3%
Cc1ccc(Cc2c(-c3ccco3)nc3c(C)cc(Br)cn23)cc1,-28,-32%,-18%,?,0.1,-0.8,-1%,-5%
OCCN(Cc1nc(-c2ccc3c(c2)OCO3)no1)Cc1cccs1,-5,-5%,-13%,-12%,-0.7,-0.4,11%,-8%
O=C1Nc2c(Br)cc(Br)c3cccc1c23,-6,5%,-15%,-4%,0.3,-0.9,3%,3%
O=C(Nc1ccc(S(=O)(=O)N2CCOCC2)cc1)c1ccc2c(c1)OCO2,1,-11%,-12%,-1%,0.2,0.8,1%,8%
CCOc1ccc(CNC(=O)C2CCN(S(=O)(=O)N3CCCC3)CC2)cc1OC,.,-16%,-19%,-6%,0.0,0.8,-1%,9%
CC/C(=N\NC(=O)c1nnn(-c2nonc2N)c1-c1cccs1)c1ccccc1,-2,2%,-11%,-10%,-1.6,-2.2,-5%,-8%
Cn1ccnc1C1CCCCN1Cc1nc(Cc2cccc(C(F)(F)F)c2)no1 (centres undefined),3,-3%,2%,-1%,0.7,-3.1,-10%,1%
COCCCNc1ccn2nc(-c3ccc(OCc4ccccc4)cc3)cc2n1,2,-13%,-8%,-2%,-0.5,2.7,6%,-5%
CNc1oc(-c2ccccc2F)nc1S(=O)(=O)c1ccc(C)cc1,0,?,-15%,-20%,-1.1,-1.2,4%,-14%

# 2 entries drawn at random from those above:
SMILES,PI5P4K alpha inh,WRN helicase inh,EPAC1 antagonist,PLK1 PBD inh,CCT chaperon mod,IL2 activator,EPAC2 ag,EPAC1 ag
Cn1ccnc1C1CCCCN1Cc1nc(Cc2cccc(C(F)(F)F)c2)no1 (centres undefined),3,-3%,2%,-1%,0.7,-3.1,-10%,1%
OCCN(Cc1nc(-c2ccc3c(c2)OCO3)no1)Cc1cccs1,-5,-5%,-13%,-12%,-0.7,-0.4,11%,-8%

# Later entries:
SMILES,PI5P4K alpha inh,WRN helicase inh,EPAC1 antagonist,PLK1 PBD inh,CCT chaperon mod,IL2 activator,EPAC2 ag,EPAC1 ag
CN(C)S(=O)(=O)c1cccc(COC(=O)Cc2c(F)cccc2Cl)c1,-2,-1%,?,-6%,-3.5,-3.0,18%,14%
CN(CC(=O)NCCCn1ccnc1)S(=O)(=O)c1ccc(Cl)cc1,1,0%,-27%,-15%,-0.4,-0.7,3%,-2%
Cc1ccc(C(=O)Nc2ccccc2C(=O)NCc2cccnc2)cc1,-2,-11%,-11%,-2%,1.2,-1.8,4%,4%
CN(CC(=O)Nc1ccccc1Cl)C(=O)COC(=O)c1ccc(-c2ccc(O)cc2)cc1,-6,4%,10%,4%,0.1,-0.4,-4%,-7%
Cc1ccc(-c2nc(CSCC(=O)NCCCN3CCOCC3)c(C)o2)cc1,-1,6%,-3%,-6%,-2.5,-0.4,11%,10%
CCOc1ccc(S(=O)(=O)NC2=NCCCCC2)cc1,-1,-1%,-20%,3%,1.2,0.5,3%,-3%
CC#CCCCC(=O)Nc1cc(OC)nc(OC)n1,5,5%,-19%,-5%,0.0,0.7,3%,0%
O=C(CSc1nccn1-c1ccccc1)c1ccc(Br)cc1,6,-5%,3%,-17%,0.4,0.3,-16%,-8%
COC(=O)c1ccc(COc2ccccc2/C=C(\C#N)C(=O)Nc2c(C)cccc2C)cc1,3,0%,-1%,-7%,-0.5,-4.1,3%,-1%
Cc1ccc(Cc2c(-c3ccccc3)nc3cc(C)ccn23)cc1,-2,-4%,5%,0%,1.6,-0.1,5%,2%
CCCNC(=O)c1sc2c(c1C(=O)Nc1ccccn1)CCCC2,4,-3%,-14%,-5%,-1.4,-3.9,21%,4%
CCc1nnc2n1N=C(c1ccc([N+](=O)[O-])cc1)CS2,-5,-2%,1%,-4%,-0.4,-0.1,2%,-1%
COc1ccc(N2CCN(C(C)C(=O)Nc3nnc(C)s3)CC2)cc1 (centres undefined),6,-8%[57.1 µM],-14%,12%,1.0,-1.8,1%,10%
Cc1ccc(Nc2c(-c3ccco3)nc3ccccn23)cc1,0,3%,2%,-7%,-1.8,2.2,-2%,5%
COc1ccccc1-c1sc2ccccc2c1C#CC1(O)CCCCC1,6,-5%,-13%,-6%,-1.6,-0.3,6%,-12%
CC(C)C[C@H]1CNC(=S)N1C[C@H]1CCCN1C[C@H](Cc1ccccc1)N1C[C@H](Cc2ccc(O)cc2)N(CC2CCCCCC2)C1=S,-11,-10%,-5%,4%,-0.5,-0.9,2%,-9%
CCOCCn1c(CN2CCCCC2)nc2c1c(=O)n(C)c(=O)n2C,0,-1%,9%,-9%,-4.1,-0.3,1%,-10%
COc1cccc(C(=O)Nc2cccc(C(C)=O)c2)c1,3,-2%,2%,-1%,-0.6,0.1,9%,-1%
O=C(Cn1ccc([N+](=O)[O-])n1)NCC1CCCO1 (centres undefined),2,5%,17%,0%,-2.2,-1.8,4%,-13%
CCCCNC(=S)N(CCCO)Cc1cc2cc3c(cc2[nH]c1=O)OCO3,0,2%,11%,-8%,-7.5,-2.7,14%,10%
CCOC(=O)/C(C#N)=C\c1c(OCC)n(CC)c2ccccc12,3,-2%,0%,-8%,-2.8,-5.0,4%,-5%
